TRHR PAM: TRH receptor (human) allosteric enhancement | P34981 | TRHR cells, fluo-8 calcium fluorescence, EC20 TRH enhancement | enhancement, % at 2 µM | 360,000 compounds, 0.66% hits | AID 493056; in the data active = enhancement above about 30%; note: 0% is about no effect
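TRHR-expressing cells loaded with fluo-8 calcium dye were read kinetically (ex 480/em 530) during compound addition, then stimulated with an EC20 of TRH (10 nM final). Enhancement of the Gq-mediated intracellular calcium response was scored.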
D1 PAM: potentiators of human D1 dopamine receptor | potentiation, % at 10 µM | 360,000 compounds, 0.036% hits | P21728 | HEK293 TREx D1 cells, calcium flux, dopamine EC20 potentiation; in the data active = potentiation above about 30%; note: 0% is about no effect
Target sequence (P21728 whole entry, looked up): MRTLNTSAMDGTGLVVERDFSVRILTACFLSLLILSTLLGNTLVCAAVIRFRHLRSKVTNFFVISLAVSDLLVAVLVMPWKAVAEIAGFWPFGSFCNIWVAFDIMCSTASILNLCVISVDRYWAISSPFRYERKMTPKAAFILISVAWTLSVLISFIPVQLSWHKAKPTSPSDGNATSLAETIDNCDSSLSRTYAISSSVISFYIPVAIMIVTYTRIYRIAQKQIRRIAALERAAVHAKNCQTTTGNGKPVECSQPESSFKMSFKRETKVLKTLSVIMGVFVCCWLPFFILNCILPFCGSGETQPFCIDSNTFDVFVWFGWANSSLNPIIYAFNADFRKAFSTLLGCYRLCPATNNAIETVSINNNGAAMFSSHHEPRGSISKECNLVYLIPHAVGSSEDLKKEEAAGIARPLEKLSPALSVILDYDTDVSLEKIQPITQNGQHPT
D1 antag: antagonists of human D1 dopamine receptor | P21728 | HEK293 TREx D1 cells, calcium flux, dopamine EC80; stronger effect = lower value | activity change, negative = inhibition, % at 10 µM | 360,000 compounds, 3.2% hits | AID 504652; in the data active = activity change below about -30%; note: % is set by controls: 0 for no effect and ±100 for the full control effect
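Cells carrying a force-coupled, tetracycline-inducible human D1 receptor report calcium flux. Each well gets a 10 s baseline, compound with 180 s monitoring, then an EC80 dopamine stimulus with a second 180 s kinetic read.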
RXFP1 ag: RXFP1 (human) receptor agonism | 370,000 compounds, 0.3% hits | Potency, µM (series often up to 57.5 µM), for the others: at the highest dose activation, hits mostly activators | AID 2676 | HEK293T-RXFP1 cAMP TR-FRET, 30 min; response scale: percent of porcine relaxin response, buffer zero; active = well fitted activation curve with a large enough effect; note: potency is the fitted concentration of half-maximal effect; % is set by controls: 0 for no effect and ±100 for the full control effect; nearly all actives have a fitted effect of over 60% in size; many of its hits are not listed in these tables
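cAMP rise read by TR-FRET after 30 min, 37C compound exposure (up to 58 uM) in RXFP1-transfected HEK293 cells with Ro 20174 present. EC50 from Hill-equation fits, with 29 nM porcine relaxin as 100% and buffer as basal.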
D2 ag: agonists of human D2 dopamine receptor. P14416. activation, % at 2 µM. 340,000 compounds, 0.53% hits. HEK293 T-REx D2 cells, calcium flux agonist mode. AID 485358;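 active = activation over 3 SD above normal in the single-dose calcium agonist read, cut at about 30% in these data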; note: 0% is about no effect
Target sequence (P14416 whole entry, looked up): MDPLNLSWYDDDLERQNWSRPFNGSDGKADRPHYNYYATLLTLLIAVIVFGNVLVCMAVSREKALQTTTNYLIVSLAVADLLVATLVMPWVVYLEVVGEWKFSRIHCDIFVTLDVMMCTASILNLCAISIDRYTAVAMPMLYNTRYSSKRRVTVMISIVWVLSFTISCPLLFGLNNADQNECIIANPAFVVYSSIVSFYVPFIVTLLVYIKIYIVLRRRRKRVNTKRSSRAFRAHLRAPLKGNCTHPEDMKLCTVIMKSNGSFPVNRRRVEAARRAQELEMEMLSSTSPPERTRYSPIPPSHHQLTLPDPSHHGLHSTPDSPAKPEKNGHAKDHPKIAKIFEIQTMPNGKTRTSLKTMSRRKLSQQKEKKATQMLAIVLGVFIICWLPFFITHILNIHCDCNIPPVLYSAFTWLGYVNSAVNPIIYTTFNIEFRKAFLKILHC
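HEK293 Trex D2 cells, tetracycline-induced, o/n 30 C 5% CO2; no-wash Ca dye, RT 30–90 min; 10-cycle baseline, 23 nl cpd added, kinetic Ca read 180 s; agonist hits = positive Ca response.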
D2 potentiator: positive allosteric modulators of human D2 dopamine receptor; potentiation, % at 10 µM; HEK293 T-REx D2, calcium flux, EC20 dopamine potentiation; 340,000 compounds, 0.34% hits; P14416; AID 485347;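 active = potentiation over 3 SD above the plate norm, cut at about 30% in these data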; note: 0% is about no effect
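Using a no-wash calcium dye in inducible, force-coupled HEK293 Trex cells expressing D2, we tracked fluorescence each second for 180 s after compound, then for 180 s after EC20 dopamine to detect augmented signalling.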
RXFP1 antag: blocks the human relaxin receptor RXFP1. Q9HBX9. 350,000 compounds, 0.59% hits. HEK293-RXFP1, relaxin-stimulated cAMP HTRF, 30 min; stronger effect = lower value. AID 1259400. activity change, negative = inhibition, % at 57.5 µM;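 active = activity change of -60% or lower, but not beyond a set lower limit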; note: % is set by controls: 0 for no effect and ±100 for the full control effect
D1 agonist: activates the human D1 dopamine receptor; HEK293 T-REx D1 cells, calcium flux, agonist mode; activation, % at 2 µM; 360,000 compounds, 1% hits; in the data active = activation above about 30%; note: 0% is about no effect
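Agonism was scored from calcium flux recorded over 180 s (1 read/s) after pintool compound addition, following a 10-cycle baseline. Cells were inducible force-coupled HEK293 TREx D1, plated overnight at 30 C and loaded with no-wash calcium dye.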
D2 antagonist: antagonizes the human D2 dopamine receptor. P14416. HEK293 TREx D2 cells, calcium flux, dopamine EC80. inhibition, % at 10 µM. 340,000 compounds, 2% hits. AID 485344; in the data active = inhibition above about 30%; note: 0% is about no effect
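Calcium mobilization kinetics were recorded at 1 s intervals in tetracycline-induced HEK293 T-REx D2 cells, first for 180 s after compound addition and then 180 s after EC80 dopamine.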
* = called active by the depositor; . = not tested or not shown. A portion of the library; rates above refer to the full screens.

Sample of the layout, 5 compounds:
SMILES | TRHR PAM | D1 PAM | D1 antag | RXFP1 ag | D2 ag | D2 potentiator | RXFP1 antag | D1 agonist | D2 antagonist
Cc1cc([N+](=O)[O-])ccc1NCc1ccco1 | -6.9 | -2.0 | -24.7 | -3.1% | -1.0 | -2.7 | -0.8 | 0.7 | -3.4
CCOC(=O)C1CCCN(c2c(C(=O)c3ccccc3)cnc3ccccc23)C1 (stereo not drawn) | 2.1 | -9.8 | -3.0 | -2.3% | . | . | 6.2 | 0.8 | .
CCOC(=O)/C(C)=C1\NC(C)(C)Cc2ccccc21 | 0.4 | 0.5 | -1.9 | 3.7% | -9.2 | 6.6 | 0.8 | 2.6 | -4.9
COc1cccc(N2CCN(C(=O)c3cc4c(=O)n(Cc5ccco5)ccc4nc3C)CC2)c1 | 14.7 | -4.4 | -11.8 | 3.0% | -0.7 | 10.9 | -12.0 | 12.7 | .
COc1cccc(-c2ncc3ccccc3c2COC(=O)c2cccc(Br)c2)c1 | -0.4 | -1.5 | . | 0.2% | -0.8 | -8.0 | . | 5.8 | 5.3

Results, previewed entries included:
SMILES | TRHR PAM | D1 PAM | D1 antag | RXFP1 ag | D2 ag | D2 potentiator | RXFP1 antag | D1 agonist | D2 antagonist
Cc1cc([N+](=O)[O-])ccc1NCc1ccco1 | -6.9 | -2.0 | -24.7 | -3.1% | -1.0 | -2.7 | -0.8 | 0.7 | -3.4
CCOC(=O)C1CCCN(c2c(C(=O)c3ccccc3)cnc3ccccc23)C1 (stereo not drawn) | 2.1 | -9.8 | -3.0 | -2.3% | . | . | 6.2 | 0.8 | .
CCOC(=O)/C(C)=C1\NC(C)(C)Cc2ccccc21 | 0.4 | 0.5 | -1.9 | 3.7% | -9.2 | 6.6 | 0.8 | 2.6 | -4.9
COc1cccc(N2CCN(C(=O)c3cc4c(=O)n(Cc5ccco5)ccc4nc3C)CC2)c1 | 14.7 | -4.4 | -11.8 | 3.0% | -0.7 | 10.9 | -12.0 | 12.7 | .
COc1cccc(-c2ncc3ccccc3c2COC(=O)c2cccc(Br)c2)c1 | -0.4 | -1.5 | . | 0.2% | -0.8 | -8.0 | . | 5.8 | 5.3
Cc1ccc(C(=O)NCC(=O)Nc2ccncc2)cc1C | 1.5 | -0.6 | -11.3 | -0.6% | 0.4 | 8.6 | 6.6 | 3.3 | 1.7
c1ccc(-c2cc(N3CCOCC3)nc3ccccc23)cc1 | -8.3 | -3.2 | 3.9 | 3.4% | -0.8 | 6.6 | -25.1 | 0.7 | -11.8
Cc1ccc(-n2ncc3c(N4CCC5(CC4)OCCO5)ncnc32)c(C)c1 | 21.7 | . | -11.3 | 0.5% | 0.9 | 5.3 | . | 1.7 | 6.5
C=CCn1c(COC)nnc1SCC(=O)c1ccc(F)cc1 | 8.5 | 0.6 | -19.7 | 0.6% | -2.1 | -2.2 | 2.3 | 0.1 | 6.1
CCn1cc(C2=NC(c3ccccc3)CO2)c2ccccc21 (stereo not drawn) | -2.1 | -6.0 | 32.6 | 4.1% | . | 7.0 | -6.0 | 2.1 | .
CC(NC(=O)C(=O)Nc1c2c(nn1-c1ccccc1)CSC2)c1ccccc1 (stereo not drawn) | 0.5 | -2.1 | . | 1.9% | . | -1.8 | -34.9 | 6.1 | .
Cn1cccc1C(=O)OCC(=O)NC1CCS(=O)(=O)C1 (stereo not drawn) | 6.6 | 1.6 | 5.0 | 0.0% | . | . | -6.6 | 2.2 | .
Cn1c(=O)cc(OCCCC(=O)NCc2cccnc2)c2ccccc21 | -2.3 | 7.0 | 8.4 | 1.9% | -0.3 | -2.0 | -7.8 | 4.4 | -14.5
CCCc1nnc(SCC(=O)NC2CC2)n1CC | 4.0 | -2.6 | -13.9 | -6.2% | 0.7 | -8.9 | -0.4 | -0.7 | 3.0
COc1ccc(OC)c(C(=O)CSc2nnc(Cc3cccs3)n2CCc2ccccc2)c1 | -7.1 | 3.5 | 2.5 | 4.7% | 0.7 | -4.6 | -4.7 | 51.3* | 2.8
NC1=NC(=Nc2ccc(S(N)(=O)=O)cc2)c2ccccc21 | 12.1 | -4.4 | 0.9 | 5.0% | 1.4 | 4.1 | 7.0 | 1.0 | 4.0
CC(=O)Nc1nc(-c2ccccc2)ns1 | -1.3 | -1.2 | -4.1 | 1.8% | -0.6 | 9.6 | 6.8 | 1.0 | 11.1
c1ccc2c(c1)nc(-c1ccncc1)n1nnnc21 | 0.6 | -5.5 | -7.7 | -4.0% | -0.1 | 13.7 | 8.7 | 0.3 | 10.2
CCSc1nnc2c(n1)OC(CC)N(C(C)=O)c1ccccc1-2 (stereo not drawn) | 6.8 | -0.6 | -1.2 | 0.1% | . | 11.1 | . | -1.2 | .
Cc1ccnc(NC(=O)c2sc3ccccc3c2Cl)c1 | -2.7 | -5.0 | 10.7 | 24.1% | 0.9 | 5.5 | 18.4 | 3.6 | -1.4
COc1ccc(CCN2C(=O)N(c3ccc(OC)cc3)C(=O)C2CC(=O)Nc2ccc(OC)cc2)cc1 (stereo not drawn) | 7.0 | 1.1 | 3.3 | -2.0% | -1.7 | -2.8 | 2.6 | 3.1 | -9.8
CCCc1cc(=O)n2nc(N3CCC(C(=O)NCc4ccco4)CC3)sc2n1 | 1.9 | 4.3 | 57.2 | 6.0% | 4.9 | -0.5 | -11.0 | 2.4 | 18.4
CC1(C)CC(N2CCOCC2)=CC(=[N+]2CCOCC2)C1 | 7.7 | 0.3 | -2.1 | 0.2% | 2.4 | 2.6 | 2.7 | 0.6 | -7.0
CCOc1ccc(-c2cc3c(=O)n(CC(=O)Nc4cc(F)ccc4C)ccn3n2)cc1 | 8.4 | 0.7 | -12.1 | 5.7% | -2.8 | . | -6.6 | 0.2 | .
O=C(NCc1ccco1)C(c1ccncc1)N(CCC1=CCCCC1)C(=O)Cn1nnc2ccccc21 (stereo not drawn) | -7.4 | -5.2 | -0.3 | 2.5% | -0.1 | -11.3 | -6.1 | 2.7 | 0.4
Cc1cc(C)cc(CC2CC(=O)N(c3cc(C)ccc3C)C2=O)c1 (stereo not drawn) | -8.7 | -2.2 | -1.9 | 3.8% | -0.2 | 0.9 | -12.7 | -0.7 | 1.4
CCCn1c(N2CCN(CC(=O)c3c[nH]c4ccccc34)CC2)nc2c1c(=O)[nH]c(=O)n2C | -1.5 | -2.1 | -1.6 | 2.2% | -0.7 | -2.6 | 18.4 | 2.9 | -1.0
CCC(=O)N1c2ccc(S(=O)(=O)N3CCOCC3)cc2CC1C (stereo not drawn) | 8.3 | -1.3 | 4.1 | 3.3% | 1.5 | 14.6 | 13.0 | 2.7 | -6.8
OCCC1CN(CC2CCCCC2)CCN1C1CCCC1 (stereo not drawn) | -3.8 | 9.2 | -17.9 | -3.8% | 1.6 | 2.7 | 9.5 | 0.2 | -0.8
Cc1cc(NC(=O)CS(=O)(=O)c2ccc(Cl)cc2)no1 | -11.8 | -1.3 | -10.1 | 0.8% | 0.1 | 44.5* | 1.2 | 1.3 | 1.5
CCOC(=O)COc1ccc(Br)cc1/C=C/c1[nH]c(=O)[nH]c(=O)c1[N+](=O)[O-] | -3.4 | -2.0 | -1.1 | 2.5% | . | 9.2 | -22.8 | 1.8 | .
COC(=O)COc1ccc(NC(=O)C2CCCO2)cc1 (stereo not drawn) | 15.8 | -2.1 | 1.7 | 0.1% | -0.3 | 9.4 | -16.1 | 5.4 | -8.0
CC(=O)CC(=O)Nc1ccc(Cl)cn1 | 5.0 | -1.2 | 6.6 | 0.1% | . | 7.2 | -24.0 | 1.4 | .
CC(C)OCCCNc1ncnc2c1[nH]c1ccc(F)cc12 | 2.8 | -12.3 | -48.9* | 4.2% | 1.1 | -2.6 | -18.9 | 24.4 | -11.8
O=C(CCNC(=O)c1ccco1)NC(Cc1c[nH]c2ccccc12)C(=O)O (stereo not drawn) | -1.5 | -4.0 | -9.2 | -0.6% | 0.1 | -6.0 | 8.0 | 2.1 | 12.8
CCOC(=O)c1[nH]c2ccc(OC)cc2c1NC(=O)CN1CCc2ccccc2C1 | -1.8 | -0.2 | 22.6 | 5.2% | 0.7 | -6.1 | 1.4 | 1.0 | -6.6
CC(C)=C1SC(N2CCOCC2)=NC1=O | -3.5 | 0.2 | . | 1.8% | -0.2 | -0.6 | -2.8 | -0.7 | -11.0
CC(NC(=O)C1=CC=CN2CCS(=O)(=O)N=C12)c1ccc(Cl)cc1Cl (stereo not drawn) | 4.8 | -5.5 | 9.6 | -0.5% | 0.8 | -1.3 | 8.7 | 1.2 | -7.0
Cc1ccc(/C=N/NC(=O)CNC(=O)COc2ccccc2)cc1 | 4.7 | -7.5 | 13.3 | 3.3% | -0.4 | -1.8 | -11.1 | -1.4 | -4.1
CC1C(=O)N2CCCc3cc(S(=O)(=O)Nc4ccccc4F)cc1c32 (stereo not drawn) | 4.8 | -0.9 | 5.6 | 2.4% | -0.1 | -6.8 | -12.1 | 5.1 | 6.1
CC(=O)C1=C(O)C(=O)N(c2nccs2)C1c1ccc(Br)cc1 (stereo not drawn) | -4.9 | 2.9 | 1.0 | 19.1% | 0.2 | -7.7 | 0.9 | -0.4 | -0.8
COc1ccc(/C(C)=N/NS(=O)(=O)c2cc(C)ccc2C)c(OC)c1 | 8.4 | 8.6 | -25.4 | -1.8% | -0.4 | -5.1 | -4.3 | 3.3 | 5.2
COc1ccc2c(c1)c1c(c(=O)n(-c3ccc(OC)c(OC)c3)c(=O)n1Cc1ccccc1F)n2C | 2.5 | -1.5 | -9.1 | 4.3% | 0.3 | -7.6 | . | 4.0 | .
O=C(NCC1CCCO1)c1nn2cccnc2c1Cl (stereo not drawn) | 4.5 | 10.5 | -7.0 | 5.0% | 0.3 | 6.6 | 0.5 | 2.0 | 16.9
COc1ccccc1C(=O)NC1CC(C)(C)NC(C)(C)C1 | 1.0 | 2.4 | 5.1 | -0.3% | -0.5 | -1.9 | -2.2 | 2.5 | -23.2
O=C(NC1CCCC1)C(c1ccc(Cl)cc1)N(Cc1ccc(F)cc1)C(=O)CCl (stereo not drawn) | 5.4 | -1.2 | 13.9 | 4.2% | 0.2 | 0.5 | -3.2 | -0.3 | -3.9
O=C(CCc1nc2ccccc2c(=O)[nH]1)NNC(=O)c1ccc(Cl)cc1 | -4.4 | 4.5 | -5.3 | 0.7% | 0.1 | -3.6 | -6.8 | 1.1 | -3.5
Nc1nnc(SCC(=O)N2CCN(c3ccccc3)CC2)n1-c1ccccc1 | 11.4 | -5.3 | 8.7 | 0.9% | 2.0 | . | -0.5 | 1.1 | 15.7
COc1cc(NC(=O)CSc2nc3nc(C)c(Cc4ccccc4)c(C)n3n2)cc(OC)c1OC | -5.3 | -1.5 | -9.9 | 3.0% | -0.1 | -3.1 | -12.5 | -0.6 | .
COc1ccccc1CNC(=O)Cn1c(=O)ccc2cc(S(=O)(=O)N3CCCC3)ccc21 | 1.3 | -2.5 | 28.2 | 1.4% | 0.6 | 2.3 | . | -0.2 | .

High-throughput results from PubChem.
